# Screening results (PubChem)
# MEKK2mut PB1 HTS = signal of MEK5 binding to mutant human MEKK2 PB1 domain; bead flow cytometry, Alexa488-MEK5 binding to MEKK2 mutant; percent response, % at 10 µM; 290,000 compounds, 0.35% hits; in the data active = percent response above about 24%, passing the limit was not always enough; note: inactives centre near 1; some results filed as inactive read as strong as hits; reference of the scale not given here
# GalR3 antagonist = antagonists of human GalR3 | O60755 | HEK293 GalR3-CNG cAMP membrane potential fluorescence; galR3 body fused to GalR1 C-terminus | inhibition, % at 3 µM | 360,000 compounds, 0.44% hits;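 active = inhibition above the screen-wide average plus 3 SD, cut at about 13% in these data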;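 note: forskolin and galanin both at EC90 stimulate the cells; cAMP rise reported by CNG channel membrane potential dye signal; 0% = forskolin plus galanin with DMSO and 100% = forskolin alone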
# Target sequence (O60755 1-299 limits assumed): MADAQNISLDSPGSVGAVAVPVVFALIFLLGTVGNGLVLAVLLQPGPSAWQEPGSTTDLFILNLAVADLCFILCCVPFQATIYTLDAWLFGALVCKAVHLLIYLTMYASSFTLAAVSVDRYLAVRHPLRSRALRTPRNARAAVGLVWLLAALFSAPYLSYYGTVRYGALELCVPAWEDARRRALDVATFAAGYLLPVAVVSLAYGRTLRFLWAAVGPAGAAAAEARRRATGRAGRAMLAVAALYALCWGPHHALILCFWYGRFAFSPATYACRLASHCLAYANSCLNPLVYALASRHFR
# MEKK2wt PB1 HTS = raises or lowers MEK5 binding to wildtype human MEKK2 PB1 domain; AID 1531; 290,000 compounds, 1.1% hits; binding response (% of control), % at 10 µM; Q9Y2U5; bead flow cytometry, Alexa488-MEK5 binding to MEKK2 WT; actives lie on both sides; in the data active = binding response below about 67% or above about 130%
# MEKK3 PB1 HTS = MEKK3-MEK5 PB1 interaction, increase or decrease; bead-based flow cytometry, Alexa488-MEK5 binding to MEKK3; actives lie on both sides; 0 = blocked by unlabeled MEK5, 100 = vehicle; binding response (% of control), % at 10 µM; 290,000 compounds, 1.4% hits;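 active = binding response more than 3 SD above or below the average of its plate-row segment, actives on both sides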;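 note: Alexa488 bead fluorescence after subtracting the streptavidin-only scavenger bead signal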
# NALP1 yeast inh = blocks the NALP1 inflammasome reconstituted in yeast; S. cerevisiae NALP1/ASC/caspase-1 growth, X-gal OD620, 72 h; inhibition, % at 10 µM; 280,000 compounds, 0.61% hits; AID 2071; in the data active = inhibition mostly above about 24%, no sharp cut-off; inactive = mostly below about 32%; note: some compounds called inactive have numbers as strong as hits
# OXTR ag = activates the human oxytocin receptor; P30559; AID 2435; CHO-OTR cells, Fluo-8 calcium fluorescence; normalized: DMSO 0%, oxytocin 100%; activation, % at 3 µM; 320,000 compounds, 0.32% hits;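 active = activation above the mean of all tested compounds plus 3 SD, cutoff set per screening run, cut at about 20% in these data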;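 note: peak over basal fluorescence ratio from a 100 s FLIPR kinetic read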
# Target sequence (P30559 whole entry, looked up): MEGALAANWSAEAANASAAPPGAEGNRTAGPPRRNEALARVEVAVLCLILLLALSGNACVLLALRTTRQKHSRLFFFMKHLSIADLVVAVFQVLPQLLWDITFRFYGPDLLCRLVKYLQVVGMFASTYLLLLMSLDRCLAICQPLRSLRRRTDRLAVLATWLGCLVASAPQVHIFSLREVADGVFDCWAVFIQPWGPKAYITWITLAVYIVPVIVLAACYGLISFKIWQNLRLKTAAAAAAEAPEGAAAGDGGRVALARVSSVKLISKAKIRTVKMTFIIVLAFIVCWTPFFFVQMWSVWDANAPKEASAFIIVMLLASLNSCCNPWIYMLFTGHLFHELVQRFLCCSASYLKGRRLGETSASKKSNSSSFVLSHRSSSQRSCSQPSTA
# V1R ag counter = V1a receptor agonism, counter-screen for OXTR agonists; CHO-V1R cells, Fluo-8 calcium fluorescence, agonist mode; 0% DMSO, 100% 3 nM vasopressin; activation, % at 3 µM; 320,000 compounds, 0.25% hits; AID 2797;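 active = activation above the mean activation of all tested compounds plus 3 SD, per screening run, cut at about 20% in these data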;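 note: signal is peak over basal fluorescence ratio across a 100 second FLIPR read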
# PHOSPHO1 block = inhibitors of human PHOSPHO1 phosphatase. recombinant PHOSPHO1, absorbance phosphatase assay. inhibition, % at 13.3 µM. 290,000 compounds, 1.1% hits. AID 1565; in the data active = inhibition above about 60%
# Target sequence (Q8TCT1 whole entry, looked up): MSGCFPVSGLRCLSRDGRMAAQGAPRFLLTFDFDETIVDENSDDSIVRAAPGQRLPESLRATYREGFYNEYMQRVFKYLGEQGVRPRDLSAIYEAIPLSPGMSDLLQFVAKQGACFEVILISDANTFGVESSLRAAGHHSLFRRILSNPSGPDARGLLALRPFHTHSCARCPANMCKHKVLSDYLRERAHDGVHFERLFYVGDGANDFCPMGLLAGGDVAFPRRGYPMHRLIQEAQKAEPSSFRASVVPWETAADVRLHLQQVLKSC
# GPR7 antag = human neuropeptides B/W receptor 1 antagonism | P48145 | GPR7-expressing cells, fluorescence antagonist assay | inhibition, % at 4.4 µM | 290,000 compounds, 1.1% hits | AID 1861; in the data active = inhibition above about 16%, passing the limit was not always enough;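 note: cells stimulated with the agonist NPW; 0% = agonist with vehicle and 100% = vehicle without agonist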
# * marks the source's active call; other numbers are inactive results; nt = no result given.
SMILES,MEKK2mut PB1 HTS,GalR3 antagonist,MEKK2wt PB1 HTS,MEKK3 PB1 HTS,NALP1 yeast inh,OXTR ag,V1R ag counter,PHOSPHO1 block,GPR7 antag
CCOC(=O)c1cccc(NC(=O)C2CCCN(S(=O)(=O)c3c(C)n[nH]c3C)C2)c1 (configuration not stated),nt,-1,nt,nt,4,-1.8,-1.0,5,-8
COc1ccc(Br)cc1-c1noc(-c2ccccc2F)n1,2,-3,100,100,-3,0.9,1.1,7,-11
Cc1nn(CCCC(=O)NCc2ccccc2)c(C)c1[N+](=O)[O-],-1,5,103,96,9,0.9,0.6,-4,-13
Cc1ccc(C(=O)c2ccc([N+](=O)[O-])cc2)c(C)c1,-4,-1,98,95,10,-2.6,-1.9,8,-6
Cc1cccc(-n2c(SCN3C(=O)c4ccccc4C3=O)nc3ccccc3c2=O)c1,11,-5,107,103,27,nt,nt,-1,-4
Cc1ccccc1C(=O)NNc1ccc([N+](=O)[O-])cc1,5,-8,108,106,24,0.2,0.2,-74,-7
O=c1oc(/C=C/c2ccc([N+](=O)[O-])s2)nc2ccccc12,2,nt,96,99,nt,1.0,0.3,nt,-10
COc1ccc(Cn2nnc3c(=O)[nH]c(C(=O)NCCc4ccc(F)cc4)nc32)cc1OC,3,-1,110,111,28,0.2,0.3,22,6
COC(=O)Nc1ccc(NC(C)=O)cc1,6,-3,101,102,31,0.5,0.1,39,2
O=C(CSc1cn(CC(=O)N2CCCC2)c2ccccc12)NCC1CCCO1 (configuration not stated),-1,-2,101,102,4,0.6,0.8,8,-8
Cc1ccc2c(-c3csc(N)n3)c[nH]c2c1,-3,nt,88,87,13,0.3,0.1,2,7
COCCCn1c(=O)c2ccccc2n(CC(=O)Nc2ccc3c(c2)OCCO3)c1=O,-3,-7,101,99,15,0.4,-0.1,22,-12
Cn1c(SCC(=O)N/N=C/c2ccc(O)c(O)c2)nc2ccccc21,1,-4,101,97,nt,-0.6,-0.2,27,-8
COc1cccc(CNC(=O)c2ccc(C)c(NC3=NC4CS(=O)(=O)CC4S3)c2)c1 (configuration not stated),-2,nt,102,103,12,-0.8,0.3,18,-1
CCOc1cc(/C=C(\C#N)c2nc3ccccc3[nH]2)ccc1OC(C)C(=O)O (configuration not stated),5,-4,103,100,3,-0.3,2.3,20,4
CCOC(=O)C1C(=O)CC(C)(O)C(C(=O)OCC)C1c1ccc(NC(C)=O)cc1 (configuration not stated),-8,-4,87,94,2,0.2,0.5,4,-1
Cc1ccc(-n2c(CC#N)n[nH]c2=S)c(C)c1,6,0,100,105,nt,0.5,0.1,-6,-6
CC1CCc2sc3ncn4nc(C(=O)NCc5ccco5)nc4c3c2C1 (configuration not stated),nt,-4,nt,nt,5,0.1,-0.1,7,1
O=C(O)/C=C/C(=O)Nc1cccnc1,12,-10,101,97,32,0.9,1.1,-2,-3
Cc1ccc(C2(C)NC(=O)N(CC(=O)Nc3cc(C)on3)C2=O)cc1 (configuration not stated),4,-6,110,109,21,1.4,1.1,12,-3
COc1ccc(NC(=O)C2=Cc3cccc(OC)c3OC2)cc1,-18,-8,89,88,9,-0.2,-0.9,38,20*
CC(=O)C1=C(O)C(=O)N(c2cc(C(C)(C)C)on2)C1c1ccc(Br)cc1 (configuration not stated),-1,6,97,99,-8,0.3,-0.2,18,2
C=CCn1c2ccccc2c2nnc(SCc3ccc4nonc4c3)nc21,5,-1,104,108,9,-0.7,0.2,24,-13
Cc1cc(C)n2nc(-c3ccc(Cl)cc3)cc2n1,6,-5,108,106,0,0.4,1.3,51,14
O=C(NCc1ccco1)C1(S(=O)(=O)c2ccccc2)CC=CC1,0,1,103,100,14,-0.9,0.1,5,-2
O=C(CN1CCSCC1)N/N=C/c1cccc(Cl)c1,6,-4,105,103,-1,-0.9,0.3,-18,-2
COC(=O)c1ccccc1NC(=O)C1CC(=O)N(C2CCCCC2)C1 (configuration not stated),1,-7,100,100,24,-0.7,-0.1,-4,-5
CCCOc1ccc(NC(=O)CC2Nc3ccccc3NC2=O)cc1 (configuration not stated),-10,-5,93,104,7,-1.0,-0.8,16,-25
O=[N+]([O-])c1cc(S(=O)(=O)Nc2cccc(C(F)(F)F)c2)ccc1-n1nnc2ccccc21,8,-3,106,102,-2,11,11,13,-8
CCN(CC)C(=O)C1CCN(S(=O)(=O)c2c(C)noc2/C=C/c2cccc(C)c2)CC1,3,0,104,104,12,0.1,0.0,-4,3

# 4 compounds from above, arranged by heavy-atom count, lowest first.
SMILES,MEKK2mut PB1 HTS,GalR3 antagonist,MEKK2wt PB1 HTS,MEKK3 PB1 HTS,NALP1 yeast inh,OXTR ag,V1R ag counter,PHOSPHO1 block,GPR7 antag
COC(=O)Nc1ccc(NC(C)=O)cc1,6,-3,101,102,31,0.5,0.1,39,2
Cc1ccc(-n2c(CC#N)n[nH]c2=S)c(C)c1,6,0,100,105,nt,0.5,0.1,-6,-6
CC(=O)C1=C(O)C(=O)N(c2cc(C(C)(C)C)on2)C1c1ccc(Br)cc1 (configuration not stated),-1,6,97,99,-8,0.3,-0.2,18,2
CCOC(=O)C1C(=O)CC(C)(O)C(C(=O)OCC)C1c1ccc(NC(C)=O)cc1 (configuration not stated),-8,-4,87,94,2,0.2,0.5,4,-1

# Next results follow:
SMILES,MEKK2mut PB1 HTS,GalR3 antagonist,MEKK2wt PB1 HTS,MEKK3 PB1 HTS,NALP1 yeast inh,OXTR ag,V1R ag counter,PHOSPHO1 block,GPR7 antag
O=C(N/N=C/c1cccnc1)c1ccc(S(=O)(=O)N2CCCCCC2)cc1,0,0,102,99,25,0.0,-0.1,32,-13
Cc1ccn(C(=O)c2ccc(NC(=O)CC(C)C)cc2)n1,-24,-2,83,75,2,0.2,0.5,-30,10
S=C(NCc1ccc(Cl)cc1)NC1CCCCC1,-1,-6,106,99,28,0.1,3.0,-13,3
COc1ccc2c(c1)C(NS(=O)(=O)OCC(Cl)(Cl)Cl)CCC2 (configuration not stated),-10,0,98,99,23,-1.1,-0.6,-7,-1
Cn1nccc1C(=O)NC1CCN(Cc2ccccc2)CC1,3,-3,102,97,9,-0.2,-0.5,41,-9
NC(=O)CSc1nc2sc(-c3ccccc3)cc2c(=O)n1N,nt,-4,nt,nt,-12,2.5,2.0,-4,-6
CCNC(=S)N/N=C(\C)c1ccc(Cl)s1,1,-3,103,99,15,-1.2,-0.5,2,-4
CCCc1nnc(SCC(=O)N2CCOCC2)n1C,3,-1,106,87,-2,0.6,1.5,-15,-2
CCc1c(C)sc(NC(=S)Nc2cccnc2)c1C(=O)OC,-16,8,80,81,-8,-2.0,-0.4,-29,-16
Cc1ccc2c(c1)S/C(=C/c1ccc[n+](C)c1)N2CCO,3,1,106,103,-2,0.4,0.3,23,-19
COc1ccccc1NC(=S)NCCc1ccc(OC)c(OC)c1,2,-9,110,104,6,3.3,2.8,-9,-12
COc1cc(/C=N/NC(=O)COc2ccc(Cl)cc2)ccc1OS(=O)(=O)c1ccc(C)cc1,1,-5,101,109,-6,0.7,2.2,12,-4
CCOC(=O)CNC(=O)N1CCCC(CCC(=O)NCc2ccc(F)c(F)c2)C1 (configuration not stated),12,-4,106,109,0,-0.2,-0.3,20,-19
O=C(O)CSc1ncnc2c1sc1nc(-c3ccccc3)c3c(c12)CCC3,2,4,95,99,nt,0.8,0.2,32,-2
Cc1cccc2cc(C(c3nnnn3C3CCCC3)N3CCOCC3)c(=O)[nH]c12 (configuration not stated),1,-5,104,103,19,-0.2,0.1,86*,-9
CCOC(=O)/C=C/C(=O)OCC(=O)Nc1cccc(Cl)c1Cl,-2,-7,97,102,-19,-0.9,0.0,-5,-11
Cc1ccc(NC(=O)CSc2nc3ccccc3c3nc(CCc4c(C)n[nH]c4C)nn23)cc1F,-2,-3,97,103,17,0.9,1.4,-12,-2
Cc1ccc(/C=N/n2c(C)nnc2C)cc1,10,-6,108,103,nt,-1.0,-0.2,1,-9
Cc1ccc(S(=O)(=O)N/N=C2/CCCCC2C2CCCCC2)cc1[N+](=O)[O-] (configuration not stated),2,-3,115,97,24,0.6,-0.3,-5,-10
Cc1cc2nc3s/c(=C/c4ccc(-c5ccccc5C(=O)O)o4)c(=O)n3c2cc1C,7,-11,101,109,2,10,11,46,1
Cc1ccc(OCCN(C)C(=O)CC2C(=O)NCCN2CC(C)(C)C)cc1 (configuration not stated),-11,1,103,104,2,-1.0,0.4,28,4
COc1ccc(NC(=O)c2c(C)oc3c2CCCC3)cc1,-3,-5,96,99,10,-1.8,-1.8,-31,2
CC(CNC(=O)c1cc(Cl)ccc1[N+](=O)[O-])NC(=O)c1cc(Cl)ccc1[N+](=O)[O-] (configuration not stated),0,-2,98,98,-6,-1.4,-0.3,27,0
COc1ccc(CN(C)C(=O)c2cccc(C(=O)N(C)Cc3ccc(OC)cc3)c2)cc1,8,-4,104,107,19,2.3,5.3,24,1
Cc1ccc(NC(=O)Cn2nnc(C(=O)NCCc3ccccc3)c2N)cc1Cl,1,-7,99,98,4,-0.1,0.7,7,-12
COc1ccc(N2C(=NC(=O)C3CCCCC3)SC3CS(=O)(=O)CC32)cc1Cl (configuration not stated),-2,-12,97,102,3,1.9,1.2,3,-6
C/C(=N\NC(=O)CSCc1ccc(Cl)cc1)c1ccc(NC(=O)c2ccccc2)cc1,nt,-3,nt,nt,-4,0.6,0.6,26,0
COc1ccc(-n2c(CN3CCN(c4ccccc4)CC3)nc3ccc([N+](=O)[O-])cc3c2=O)c(OC)c1,3,-5,102,105,1,-1.9,0.0,31,-3
CN(C)CCSc1nc(-c2ccccc2)nc2c1CCCC2,12,-4,114,105,21,1.7,1.5,-8,1
CCOC(=O)c1cc(-c2ccccc2)sc1NC(=S)Nc1cc(C)ccn1,nt,0,nt,nt,8,0.8,0.1,46,5
COC(=O)c1sc(S(=O)(=O)N2CCC(C)CC2)c(C(=O)OC)c1C,1,-3,96,104,-14,-2.3,-0.6,16,-12
O=C(c1cc([N+](=O)[O-])ccc1Cl)N1c2ccccc2Sc2ccccc21,-3,-2,89,98,43,-2.2,-0.4,7,-3
CCOc1ccc(-c2nn[nH]n2)cc1OCC,1,0,99,98,32,0.3,0.7,-7,-11
C#CCSc1nc(-c2ccccc2)cc(C(F)(F)F)c1C#N,-1,-4,93,98,28,1.5,1.3,22,-13
CCCCOc1ccc(C(=O)N(C)CC(=O)Nc2ccc(C)cc2)cc1,4,-11,100,100,18,-2.2,1.4,33,-9
O=C(O)c1cccc2c(/C=N/Nc3ccccn3)c[nH]c12,-4,nt,97,101,nt,0.0,1.4,23,-5
COc1cc(NC(=O)Cn2cnc3sc(C)c(S(=O)(=O)N4CCN(C)CC4)c3c2=O)cc(OC)c1OC,6,nt,102,98,22,-0.8,-0.4,48,-14
CCOC(=O)N1CCN(c2c(NCCc3ccc(OCC)c(OCC)c3)c(=O)c2=O)CC1,8,nt,104,102,48,0.1,-0.6,14,-17
O=C(Nc1ccc(O)c(C(=O)O)c1)c1ccc2c(c1)C(=O)N(CC1CCCO1)C2=O (configuration not stated),2,0,98,100,0,-0.6,0.6,11,-2
CN(CC(=O)Nc1ccccc1Cl)C(=O)COC(=O)c1nc(Cl)c(Cl)c(Cl)c1Cl,11,-4,112,108,20,-2.0,-0.1,9,17
CCn1c(=O)c(C(=O)Nc2ccccc2)c(O)c2ccccc21,-4,-6,97,103,9,-0.8,2.4,47,-8
Cc1cccc(NC(=O)CSc2nnnn2C2CCCC2)c1,-3,-8,100,102,1,nt,nt,9,5
O=C(CC(=O)NC1CCCCC1)N/N=C/c1ccc(Cl)cc1,4,1,102,103,12,-0.1,0.7,57,5
Cc1c(CCOC(=O)CC23CC4CC(CC(C)(C4)C2)C3)sc[n+]1Cc1ccc([N+](=O)[O-])cc1,54*,-1,172*,70,-11,-1.2,-0.9,42,-11

# The order is random, and some 5.4% of all compounds hit somewhere here.
